MsrA act: activators of bovine methionine sulfoxide reductase A; purified bovine MsrA, absorbance read-out; activation, % at 10.6 µM; 360,000 compounds, 0.3% hits; AID 602163; in the data active = activation above about 7.5%;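 also: 0% = vehicle and 100% = reference activator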
MsrA inhibitor: inhibitors of bovine MsrA; purified bovine MsrA, absorbance read-out; inhibition, % at 15.5 µM; 360,000 compounds, 0.75% hits; in the data active = inhibition above about 4.5%;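 also: 0% = vehicle wells with enzyme and 100% = reference inhibitor wells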
eLon inh: inhibitors of E. coli Lon protease; P0A9M0; purified E. coli Lon protease, fluorescence polarization; inhibition, % at 7.94 µM; 360,000 compounds, 0.42% hits; in the data active = inhibition above about 13%, passing the limit was not always enough;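 also: 0% = enzyme with probe and DMSO and 100% = no enzyme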
MLLE-PAM2 inh: inhibitors of microRNA-mediated deadenylation, human PABP1 MLLE binding | P11940 | GST-MLLE / FITC-PAM2 fluorescence polarization | inhibition, % at 20 µM | 360,000 compounds, 0.36% hits; in the data active = inhibition above about 35%, passing the limit was not always enough;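 also: plate controls were DMSO wells with GST-MLLE for no effect and wells lacking GST-MLLE protein for full effect; some results filed as inactive read as strong as hits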
Target sequence (P11940 whole entry, looked up): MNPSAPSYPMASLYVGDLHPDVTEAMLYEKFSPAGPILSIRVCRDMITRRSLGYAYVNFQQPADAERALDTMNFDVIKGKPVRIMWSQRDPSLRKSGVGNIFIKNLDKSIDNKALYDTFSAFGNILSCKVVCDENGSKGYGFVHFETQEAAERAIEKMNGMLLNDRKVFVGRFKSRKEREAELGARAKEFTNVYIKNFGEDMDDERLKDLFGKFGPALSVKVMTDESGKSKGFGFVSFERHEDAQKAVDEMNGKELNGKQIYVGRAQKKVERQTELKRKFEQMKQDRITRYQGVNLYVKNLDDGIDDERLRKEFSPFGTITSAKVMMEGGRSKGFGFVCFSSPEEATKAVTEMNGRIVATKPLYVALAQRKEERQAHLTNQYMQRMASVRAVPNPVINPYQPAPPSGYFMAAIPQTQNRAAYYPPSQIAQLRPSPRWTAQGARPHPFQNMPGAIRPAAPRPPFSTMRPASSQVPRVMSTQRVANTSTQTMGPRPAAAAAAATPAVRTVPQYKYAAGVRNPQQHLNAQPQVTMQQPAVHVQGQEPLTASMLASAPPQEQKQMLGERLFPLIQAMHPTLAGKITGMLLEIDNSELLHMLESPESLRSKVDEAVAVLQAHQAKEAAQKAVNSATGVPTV
FAS TE block: inhibitors of human fatty acid synthase thioesterase domain; P49327; recombinant FAS-TE, OMFH fluorogenic substrate, fluorescence endpoint; inhibition, % at 15 µM; 360,000 compounds, 0.67% hits; AID 602261;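 active = compounds whose normalised, plate-corrected inhibition of enzyme fluorescence in the single-dose primary screen is 50% or more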;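 also: 0% = DMSO with enzyme and 100% = substrate without enzyme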
CSN deneddyl inh: inhibitors of human CSN-mediated cullin deneddylation | Q92905 | Purified CSN, SCF-Nedd8-OG deneddylation, fluorescence polarization | inhibition, % at 12.5 µM | 360,000 compounds, 0.38% hits | AID 651999;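 active = pattern-corrected inhibition above about 35%, with an unprinted fluorescence ratio check between 0.5 and 1.5, limit read from the data, passing the limit was not always enough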;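 also: 0% = enzyme with substrate and 100% = substrate without enzyme; some results filed as inactive read as strong as hits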
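Assay system: Purified human Csn5 enzyme expressed in HEK293T cells | Amount: Enzyme 0.24 nM | Measured by: Fluorescence polarization readout | Medium: Tris/NaCl/DTT buffer, pH 7.5 | Compound dosing: One concentration, 12.5 µM, 0.25% DMSO | Times: 90 min incubation of compound, enzyme and substrate at room temperature | Control set: no-enzyme wells high, enzyme-with-substrate wells low | Read-out: % inhibition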
Rin1 Abl inh: blocks binding of human Rin1 to Abl; inhibition, % at 7.35 µM; P00519+Q13671; 360,000 compounds, 0.4% hits; TR-FRET Rin1/Abl binding, biochemical; in the data active = inhibition above about 5%, passing the limit was not always enough
MT1-MMP act inh: inhibitors of human MT1-MMP activation; P50281; HT1080 RFP-PRO-GFP cells, GFP/RFP ratio fluorescence, overnight; percent of plate control window, DMSO zero; 360,000 compounds, 0.061% hits; GFP/RFP ratio change, % at 20 µM;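 active = GFP/RFP ratio change of at least 30% with cell ATP level not reduced by more than half and red fluorescence within 50% of control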; also: strong numbers were not always called active
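Test system: HT1080 cells expressing an RFP-PRO-GFP fluorescent reporter construct / Compound dosing: single-point 20 µM compound, 1% DMSO / Schedule: cells overnight before dosing, compound overnight, 37 °C, 5% CO2 / Evaluation: GFP/RFP fluorescence ratio / Control set: DMSO and RFP-L50D-GFP cell wells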
Rpn11 block: blocks the human proteasome subunit Rpn11 | O00487 | human 26S proteasome, Ub4-pepOG fluorescence polarization; 20S core pre-blocked with epoxomicin | calls only at 20 µM | 360,000 compounds, 0.59% hits;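 active = inhibition at 20 µM, scaled to each plate's controls, above about 33%, limit read from the data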
Target sequence (O00487 whole entry, looked up): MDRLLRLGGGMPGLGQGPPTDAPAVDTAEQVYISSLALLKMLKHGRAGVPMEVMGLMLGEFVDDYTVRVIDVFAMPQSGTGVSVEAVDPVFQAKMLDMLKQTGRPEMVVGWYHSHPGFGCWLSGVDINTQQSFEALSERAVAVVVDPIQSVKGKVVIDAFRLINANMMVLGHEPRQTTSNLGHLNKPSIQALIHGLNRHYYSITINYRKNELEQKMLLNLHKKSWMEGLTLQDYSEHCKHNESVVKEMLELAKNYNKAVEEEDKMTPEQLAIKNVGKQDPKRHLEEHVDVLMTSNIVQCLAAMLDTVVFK
Numbers without * were called inactive; i = inactive; / = no result given; + = active, no number; & = joins results of further samples.

Under each structure – MsrA act | MsrA inhibitor | eLon inh | MLLE-PAM2 inh | FAS TE block | CSN deneddyl inh | Rin1 Abl inh | MT1-MMP act inh | Rpn11 block
CCOC(=O)c1cnc(SC)nc1Oc1cccc(NS(=O)(=O)c2ccc(F)cc2)c1
 : -1 | -0.8 | 12 | 9 | 24 | 5 | -1 | -6 | i
COc1ccc(C(CNC(=O)CSc2ccc(Br)cc2C)N2CCOCC2)cc1 (configuration not stated)
 : -6 | 0.1 | 2 | 8 | 8 | 1 | 4 | 2 | i
Clc1ccc(NC2=NCCC2)cc1Cl
 : 5 | 0.6 | -10 | -16 | -15 | 0 | 0 | 7 | i
COc1ccc(OCCSc2n[nH]c(N)n2)cc1
 : -4 | 1.2 | -9 | -6 | -8 | 10 | -1 | 1 | i
O=[N+]([O-])c1ccc2c(c1N1CCCCC1)=NC1(CCCCC1)[N+]=2[O-]
 : -5 | 1.7 | 0 | -4 | 10 | 1 | -8 | 0 | i
Cc1cc(C)n(C(=O)COc2ccccc2[N+](=O)[O-])n1
 : -3 | -0.8 | 1 | 11 | -5 | -1 | 3 | 3 | i
Cc1ccc(NC(=S)Nc2cccc3cnccc23)cc1
 : -2 | 1.3 | -3 | 19 | 1 | 31 | -1 | -4 | i
CCOC(=O)CCP(=O)(O)C(C)(O)c1ccccc1 (configuration not stated)
 : -2 | 0.7 | -7 | 4 | -8 | 5 | -1 | -10 | i
CCc1ccc(NC(=S)NCc2cccnc2)cc1
 : -2 | 0.0 | 0 | -28 | -6 | -3 | 1 | 6 | i
O=C1Cc2ccccc2Sc2ccccc21
 : -3 | -0.7 | -5 | 2 | 8 | 6 | -2 | -1 | i
CN(C)CCNC(=O)c1cccc2[nH]c(-c3ccncc3)nc12
 : -3 | 1.3 | 6 | 12 | -4 | -5 | 3 | 8 | i
O=C(CCC(=O)OCC(F)(F)C(F)F)Nc1ccc(F)cc1F
 : -5 | -1.0 | -1 | 12 | -8 | -4 | 2 | 6 | i
CCOc1ccc(NS(=O)(=O)c2cc(C(=O)N3CCC3)ccc2Cl)cc1
 : -6 | 0.1 | -3 | -3 | -1 | -4 | 0 | 2 | i
CCc1ccc(OCCOCC(O)CNC(C)(C)C)cc1 (configuration not stated)
 : -2 | 0.6 | 7 | 0 | -8 | -2 | 1 | 6 | i
Cc1cc(C(=O)COc2cccnc2[N+](=O)[O-])c(C)n1-c1ccccc1F
 : -1 | 0.1 | 1 | -6 | 14 | 0 | 0 | -16 | i
CCOC(=O)N1CCC(NC(=O)c2cccc3c2C(=O)N(CCOC)C3)CC1
 : -1 | -1.1 | -16 | -4 | -7 | -1 | 0 | 2 | i
Cc1cc(C)cc(NC(=S)NCc2cccnc2)c1
 : -4 | -0.2 | 5 | -3 | -17 | -11 | 0 | 5 | i
COc1cnc(-c2ccccn2)nc1Oc1ccc(Cl)c2ccccc12
 : -5 | 0.2 | -9 | -4 | 17 | -3 | -2 | -2 | i
O=C(COc1ccccc1)Nc1nc(-c2cccnc2)cs1
 : -2 | 1.1 | -2 | 6 | -4 | 5 | -2 | -5 | i
Cc1ccc(-c2noc(C3CCCN(C(=O)C4CCCCC4)C3)n2)o1 (configuration not stated)
 : -6 | -0.7 | 0 | 21 | -4 | -6 | 0 | -5 | i

Remaining list, next part:
Under each structure – MsrA act | MsrA inhibitor | eLon inh | MLLE-PAM2 inh | FAS TE block | CSN deneddyl inh | Rin1 Abl inh | MT1-MMP act inh | Rpn11 block
CC(=O)Nc1ccc(S(=O)(=O)NCC(=O)OCC(=O)c2ccc[nH]2)cc1
 : 0 | 1.1 | -8 | 0 | -9 | -2 | 4 | 2 | i
COc1ccc(N2CC(C(=O)N/N=C/c3cccs3)CC2=O)cc1 (configuration not stated)
 : -3 | 1.8 | -1 | 10 | -10 | -1 | 0 | -68 | i
O=C(CCc1ccccc1)NC(=S)Nc1ccccc1[N+](=O)[O-]
 : -2 | -0.6 | -10 | 18 | 18 | 4 | -1 | 1 | i
CSc1nnc(-c2cccs2)n1C
 : -3 | -0.8 | -5 | -12 | -1 | -4 | -1 | -3 | i
COC(=O)C(O)(CC(=O)Nc1ccc(Cl)cc1Cl)C(F)(F)F (configuration not stated)
 : -5 | 0.9 | -8 | -5 | -6 | -5 | 2 | -1 | i
CCOC(=O)C1=C(N)OC2=C(C(=O)CC(C)(C)C2)C1c1ccco1 (configuration not stated)
 : -13 | 0.2 | -3 | 11 | -5 | -1 | -4 | -13 | i
COC(=O)Cn1ncc(N2C3CC(CC(C)(C)C3)C2C)c(Cl)c1=O (configuration not stated)
 : -10 | 1.5 | -7 | 3 | -8 | -7 | -4 | -1 | i
COc1ccccc1N1CCN(CC(O)COc2cccc3ccccc23)CC1 (configuration not stated)
 : -6&-1 | 1.9&-1.0 | 9&-3 | 5&-1 | 7&2 | -5&0 | -2&5 | 1&5 | i
COc1ccc(OC)c(CC(=O)N2CCc3cc(OC)c(OC)cc3C2)c1
 : -1 | 0.4 | 3 | 13 | -1 | 2 | 0 | -7 | i
COc1ccc(-c2cc(C(F)(F)F)nc(N3CCN(c4ccc(F)cc4)CC3)n2)cc1OC
 : -1 | -0.4 | 3 | -6 | 0 | 3 | 2 | 6 | i
COc1ccc(Br)cc1CN(C)C(=O)c1ccccc1OCc1c(C)noc1C
 : -4 | 1.4 | 7 | 4 | 6 | -5 | 9.0* | -4 | i
O=C(/C=C/c1ccccc1)OCN1C(=O)c2ccccc2C1=O
 : -1 | -0.2 | 4 | -8 | 24 | 3 | 1 | -1 | i
COc1cccc(N2C(=O)CN(Cc3ccc(OC)c(OC)c3)C2=S)c1
 : -3 | 0.7 | -16 | 7 | 3 | -5 | 0 | 2 | i
CSc1nsc(SCC(=O)Nc2cccc(C(=O)O)c2)n1
 : 0 | -0.2 | -15 | 9 | -4 | 5 | -1 | 2 | i
COc1ccc(S(=O)(=O)N2CCCCC2)cc1NC(=O)Cc1c[nH]c2ccccc12
 : -3 | -0.4 | -5 | -68 | 12 | 6 | -3 | -3 | i
CN(CC(=O)Nc1c(Cl)cccc1Cl)C(=O)c1ccccc1-c1nc2ccccc2s1
 : 0 | 0.5 | -10 | 3 | 6 | -3 | -2 | -5 | i
Brc1ccc2c(c1)OCCOCCOCCOCCOCCO2
 : -4 | -1.4 | -3 | 4 | -8 | 1 | -2 | -2 | i
Cc1ccc(Cl)cc1NC(=O)Nc1cccs1
 : -3 | -0.8 | 5 | 5 | -8 | 8 | -3 | -5 | i
CCOC(=O)c1oc2cccc(O)c2c1C
 : -5 | 0.3 | -3 | -10 | -1 | 0 | -2 | -5 | i
CCOC(=O)c1c(NC(=S)Nc2ccccc2)sc2c1CCCCC2
 : 0 | / | -5 | 19 | 21 | 1 | 1 | 1 | i

Carrying on.
Compound	MsrA act	MsrA inhibitor	eLon inh	MLLE-PAM2 inh	FAS TE block	CSN deneddyl inh	Rin1 Abl inh	MT1-MMP act inh	Rpn11 block
Cc1cccc2nc(CSc3ccccc3N)cn12	-3	-0.2	-5	12	-4	-3	0	0	i
CC(C)Cn1c(SCC(=O)Nc2cccnc2Cl)nnc1-c1ccco1	-1	-0.5	-13	-3	0	2	1	4	i
Cn1c(NC(=O)c2ccc(Cl)cc2)cc(=O)n(C)c1=O	-2	-1.4	0	-6	-9	9	4	-1	i
Cc1ccc(CSc2sc(C(=O)c3ccccc3)c(N)c2C#N)cc1	1	1.0	-2	-21	17	3	-3	-4	+
COc1cc(OC)cc(C(=O)N2CCN=C2SCc2cccnc2)c1	-4	0.0	-8	11	-3	2	3	-1	i
O=C(NCc1ccncc1)c1cc(F)c(F)cc1Cl	-10	1.1	0	-6	-4	-1	1	3	i
COC(=O)CC1C(=O)NCCN1C(=S)NC(=O)c1ccccc1[N+](=O)[O-] (configuration not stated)	-4	0.0	-2	13	-12	-2	-2	10	i
CC(=O)CCC(=O)N1CCC(n2nccc2NC(=O)c2ccccc2C)CC1	-13	0.6	-4	18	-5	0	7	6	i
O=C(O)c1cccc(NC(=O)c2ccc(S(=O)(=O)c3ccccc3)cc2)c1	-2	0.9	-4	4	-10	-1	-5	1	i
CCCOC(=O)c1c(NC(=O)CCCn2nc([N+](=O)[O-])cc2C)sc(C(=O)OC)c1C	-4	0.7	6	13	18	-2	0	-5	i
CCOC(=O)N1CCC(Nc2cccc(SC)c2)CC1	-1	-1.4	9	14	-1	3	0	-1	i
COc1ccc(OC)c(CN2C(=O)c3ccccc3C2C(=O)NCc2cccnc2)c1 (configuration not stated)	-1	0.8	-2	12	-1	7	-3	1	i
Cc1cccc(/C=N/NC(=O)c2ccc(F)cc2)n1	-1	-0.7	-12	-4	-5	3	-2	2	i
C/C(=N\Nc1ccccn1)c1ccc(C(C)C)cc1	-6	0.1	4	-7	29	-4	4	1	i
O=C(COC(=O)CCc1nc2ccccc2s1)Nc1ncc(Cl)cc1Cl	-3	0.3	4	5	-2	-5	-1	-8	i
CCOC(=O)c1[nH]c2ccccc2c1N=CN(CC)CC	-4	2.6	-4	1	-6	1	-1	0	i
CCCCOc1ccc(C2(C)NC(=O)N(C)C2=O)cc1 (configuration not stated)	0	-0.8	0	-17	-5	2	2	0	i
Cc1ccc(-n2nnc3c(=O)n(CC(=O)c4ccccc4)cnc32)cc1	-3	-0.3	-4	-21	-3	1	-2	4	i

Sorted by molecular weight (rising): some entries from above.
Compound	MsrA act	MsrA inhibitor	eLon inh	MLLE-PAM2 inh	FAS TE block	CSN deneddyl inh	Rin1 Abl inh	MT1-MMP act inh	Rpn11 block
Clc1ccc(NC2=NCCC2)cc1Cl	5	0.6	-10	-16	-15	0	0	7	i
CSc1nsc(SCC(=O)Nc2cccc(C(=O)O)c2)n1	0	-0.2	-15	9	-4	5	-1	2	i
COc1cnc(-c2ccccn2)nc1Oc1ccc(Cl)c2ccccc12	-5	0.2	-9	-4	17	-3	-2	-2	i
COc1cccc(N2C(=O)CN(Cc3ccc(OC)c(OC)c3)C2=S)c1	-3	0.7	-16	7	3	-5	0	2	i

Compounds were not picked by outcome; overall some 3.7% were active at least once.
